# AI-2 QS mod = Vibrio harveyi AI-2 quorum sensing modulators, primary screen, JMH597 strain, luminescence/OD600 ratio. 300,000 compounds, 0.4% hits. Vibrio harveyi JMH597 AI-2 luminescence/OD600 ratio, 9 h; stronger effect = lower value; strain lacks LuxN and CqsS sensors; 0 = neutral-control median. activity change, % at 7.5 µM; in the data active means activity change below about -75%, passing the limit was not always enough;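 further: luminescence divided by OD600 gain over 9 h not by final OD600 alone; inactives centre near 13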
# aSyn UTR inh = MLPCN primary screen, SNCA 5' untranslated region; 300,000 compounds, 0.82% hits; inhibition, % (tested at 7.5 µM); alpha-synuclein 5'UTR reporter, inhibitor activity; in the data active means inhibition above about 60%;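 further: H4 neuroglioblastoma cells stably carrying SNCA 5'UTR luciferase fusion; 0% = DMSO wells and 100% = positive control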
# HIF activator = HIF pathway transcriptional activators, primary screen, cell-based, U2OS HRE-luciferase, luminescence | activation, % at 7.5 µM (by protocol) | 300,000 compounds, 0.32% hits | U2OS HRE-luciferase reporter; normalized: DMSO 0%, desferrioxamine 100%;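 active means mean activation of at least 10% of the iron chelator positive control signal, with at least half of replicates also reaching 10%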
# HSF1 activator = HSF-1 activators, primary screen, NIH3T3-HGL cells, MG132 stress, luminescence, single point. NIH3T3-HGL HSF-1 luciferase reporter, 8 h; 100% = twice DMSO control signal. activation, % at 9 µM. 300,000 compounds, 1.7% hits;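 active means mean replicate activation of at least 50% with a set share of replicates each reaching 50%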;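 further: 0% = median of the neutral control wells and 100% = twice that signal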
# HSF1 inhib = HSF1 inhibitors in luciferase reporter cells, primary screen, cell-based, NIH3T3, luminescence; NIH3T3-HGL HSE-luciferase, MG132-induced, luminescence 8 h; stronger effect = lower value; activity change, negative = inhibition, % at 7.5 µM (by protocol); 300,000 compounds, 0.77% hits; AID 2098, 2009;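 active means more than half of replicate wells show activity change below -50%, luminescence cut by over half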;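 further: luciferase reports HSF-1 transcriptional activity via heat shock element; 0% = median of DMSO wells and -100% = zero luminescence signal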
# KLF5 inhibitor = KLF5 expression inhibitors, primary screen, DLD-1 cells, luminescence; DLD-1 KLF5 promoter-luciferase reporter; inhibition, % at 5 µM; 290,000 compounds, 0.23% hits;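 active means inhibition above a per-plate limit of that plate's mean compound inhibition plus 3 SD, cut at about 60% in these data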;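 further: 0% = DMSO wells and 100% = LY294002 at 200 µM; higher means less KLF5 promoter-driven luciferase light; inactives centre near -14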
# HSP90 refold inh = HSP90 inhibitors, primary screen, cell lysate, luminescence; Heat shock protein HSP 90 (rabbit reticulocyte lysate; luciferase refolding); 290,000 compounds, 0.91% hits; AID 1789, 2009; inhibition, % at 5.6 µM; Rabbit reticulocyte lysate, luciferase refolding luminescence, 3 h;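 active means inhibition above the screen-wide mean plus 3 SD, computed separately per campaign, cut at about 16% in these data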;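 further: 0% = DMSO wells and 100% = 60 µM geldanamycin wells; inhibitors lower the luminescence because luciferase stays unfolded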
# IEC-6 cytotox = cytotoxicity in IEC-6 intestinal epithelial cells, primary screen, cytotoxicity control for KLF5 inhibitor project, cell-based, luminescence; IEC-6 cytotoxicity, luminescence viability; inhibition, % at 5 µM; 290,000 compounds, 0.78% hits; AID 1825, 2009; in the data active means inhibition above about 22%;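 further: 0% = plate median of test compound wells and 100% = cytotoxic reference compound wells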
# HDAC3 inh = HDAC3 deacetylase inhibitors, primary screen, biochemical, fluorescence, cell-free homogeneous; Histone deacetylase 3 (Homo sapiens), O15379; recombinant HDAC3, fluorogenic peptide/trypsin coupled; inhibition, % at 8.3 µM; 320,000 compounds, 0.15% hits; in the data active means inhibition above about 26%, passing the limit was not always enough
# Target sequence (O15379 whole entry, looked up): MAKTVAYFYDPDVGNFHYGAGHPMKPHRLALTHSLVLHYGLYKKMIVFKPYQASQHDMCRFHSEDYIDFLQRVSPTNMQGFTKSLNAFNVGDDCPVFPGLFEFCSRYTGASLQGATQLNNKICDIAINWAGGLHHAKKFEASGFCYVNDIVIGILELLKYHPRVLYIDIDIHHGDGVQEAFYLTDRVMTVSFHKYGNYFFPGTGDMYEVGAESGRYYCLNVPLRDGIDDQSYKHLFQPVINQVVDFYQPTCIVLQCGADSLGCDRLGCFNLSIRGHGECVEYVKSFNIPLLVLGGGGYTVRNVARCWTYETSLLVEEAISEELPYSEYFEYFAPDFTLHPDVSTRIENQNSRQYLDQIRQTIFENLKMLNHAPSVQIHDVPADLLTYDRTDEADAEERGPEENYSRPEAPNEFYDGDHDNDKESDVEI
# Platelet DG rel = inhibitors of platelet dense granule secretion, primary screen, cell-based, MLPCN, human platelets; human platelet-rich plasma, SFLLRN dense granule ATP release, luminescence; inhibition, %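 (compounds screened at 7.5 µM in platelet-rich plasma)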; 300,000 compounds, 0.22% hits; AID 1663, 2009;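 active means mean replicate score, as percent of positive control, at or above 50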
# Numbers without * were called inactive; nt = no result given.
# Order of results – AI-2 QS mod, aSyn UTR inh, HIF activator, HSF1 activator, HSF1 inhib, KLF5 inhibitor, HSP90 refold inh, IEC-6 cytotox, HDAC3 inh, Platelet DG rel
> COCC(=O)Nc1nnc(SCC(=O)N2C(C)CCCC2C)s1 (stereo unspecified)
    12, -3, -0.1, -11, -6, -3, 1, 6, 7, -2
> CCOC(=O)C1=C(C)NC(=O)NC1c1c(C)nn(-c2ccccc2)c1Cl (stereo unspecified)
    -1, -12, 0.0, 4, 11, -12, 2, 1, 2, -5
> CCOc1ccc(C(C)=O)cc1COc1ccc(C)nc1[N+](=O)[O-]
    24, 12, 0.1, -10, 0, -19, 0, -4, -4, 6
> CCNC(=O)COc1cccc(C(=O)NCc2ccccc2)c1
    20, -22, 75*, -11, -5, -13, -1, -4, -10, 26
> O=C(c1cc(-c2ccc(Cl)cc2Cl)on1)N1CCCCCC1
    7, -71, -0.1, 26, 17, -141, 19*, 7, 4, 7
> O=C(NCc1cccnc1)c1c(O)c2cccc3c2n(c1=O)CCC3
    8, 4, -0.3, 4, 2, -7, 3, 12, -3, 1
> CCC(CC)c1nnc(NC(=O)CN2C(=O)NC3(CCCC3)C2=O)s1
    -4, 9, 0.0, 12, -2, -14, 2, 2, 1, -11
> CN(CC(=O)Nc1cccc(F)c1)C(=O)c1cc([N+](=O)[O-])ccc1N1CCCCC1
    20, -13, -0.6, 9, 7, nt, nt, nt, 3, -9
> COc1cccc(Nc2ncnc3sc(C)cc23)c1
    24, -126, 3.4, 69*, 33, -38, -6, 15, 2, -15
> Cc1ccc(CN2CC(C(=O)Nc3ccc4c(C)cc(=O)oc4c3)CC2=O)cc1 (stereo unspecified)
    26, 23, -1.0, 6, 0, -47, 4, 2, -29, 1
> Nc1ccc(Nc2ccccc2)c(Cl)c1
    5, 1, -0.2, -5, -4, -36, -7, 4, -7, 6
> CC1(C)CC(=O)C(C=NC2CCCCC2)=C(O)C1
    6, 2, -0.1, 0, 2, 19, -3, 8, 7, -2
> O=C(OCC(=O)N1CCCC1=O)c1nc(Cl)c(Cl)c(Cl)c1Cl
    17, -131, 1.8, 22, 9, 5, 4, 42*, 1, -9
> O=c1oc(/C=C/c2ccco2)nc2sc3c(c12)CCC3
    9, -51, 0.7, 3, 7, 5, 8, -4, 5, -39
> COc1ccc(C(=O)/C=C/c2cc(C(=O)O)cc3c2OCOC3)c(O)c1
    32, -75, -0.3, 95*, 70, 2, 1, 3, 0, -5

# Fetched by structure from above:
# Order of results – AI-2 QS mod, aSyn UTR inh, HIF activator, HSF1 activator, HSF1 inhib, KLF5 inhibitor, HSP90 refold inh, IEC-6 cytotox, HDAC3 inh, Platelet DG rel
> O=C(c1cc(-c2ccc(Cl)cc2Cl)on1)N1CCCCCC1
    7, -71, -0.1, 26, 17, -141, 19*, 7, 4, 7
> CCNC(=O)COc1cccc(C(=O)NCc2ccccc2)c1
    20, -22, 75*, -11, -5, -13, -1, -4, -10, 26
> COc1cccc(Nc2ncnc3sc(C)cc23)c1
    24, -126, 3.4, 69*, 33, -38, -6, 15, 2, -15

# (continued)
# Order of results – AI-2 QS mod, aSyn UTR inh, HIF activator, HSF1 activator, HSF1 inhib, KLF5 inhibitor, HSP90 refold inh, IEC-6 cytotox, HDAC3 inh, Platelet DG rel
> CCn1c(C)c(C(C)=O)c(N2CCCC2)nc1=S
    20, 7, -0.1, -7, -2, -14, -2, 6, 5, 1
> N#C/C(=C\c1cccs1)C(=O)c1ccccc1
    22, 14, -0.5, 7, 7, -45, -1, -3, -1, 3
> CC1Cc2ccccc2N1Cc1cccc([N+](=O)[O-])c1 (stereo unspecified)
    10, 22, -0.6, -4, -2, -16, 1, -1, -1, 0
> CC1CCCCC1NC(=O)c1ccc(NS(=O)(=O)c2ccc3[nH]c(=O)[nH]c3c2)cc1 (stereo unspecified)
    21, -3, 0.0, 1, 2, nt, nt, nt, 0, 26
> O=c1[nH]c2cccc(F)c2n2cccc12
    1, 25, -0.2, 1, -7, 0, -1, 1, -2, 16
> Cc1cc(=O)oc2cc(OCc3cc4c(cc3Cl)OCO4)ccc12
    40, -66, 1.2, 44, 16, -38, 2, 4, 2, -33
> CN(C)CCCNC(=O)c1cc(C(=O)C2CCCCC2)c[nH]1
    24, -24, 0.3, 14, 11, -3, 0, 2, -3, 5
> O=C1OC2CC3CC1CC(O)(C3)C2 (stereo unspecified)
    6, 11, -0.1, 6, -9, -15, 6, 9, -1, -6
> CCOC(=O)C1C(=O)NC(c2ccccc2)=NC1c1ccc(Br)cc1 (stereo unspecified)
    7, 16, -0.3, -7, 1, 2, 5, 2, -1, 9
> COc1cccc(NC(=O)c2ccccc2NS(C)(=O)=O)c1
    8, -17, 0.0, 1, -6, -10, 0, 2, -1, 0
> CCN1CCN(c2nnc(-c3ccccc3)c3ccccc23)CC1
    -4, 20, -0.3, -21, -3, -16, 1, 8, 3, -1
> O=C(Cn1cc([N+](=O)[O-])cn1)Nc1ccc(Cn2cc(Br)cn2)cc1
    -41, 17, 0.1, 3, -4, -16, -2, 12, 0, 0
> Nc1ccc(N(CCO)CCO)cc1
    44, -41, -0.1, 9, -7, -6, 3, -4, 5, 8
> CCS(=O)(=O)N1Cc2ccccc2CC1C(=O)Nc1nc(C)cs1 (stereo unspecified)
    15, -40, 2.3, -9, -16, -1, 8, 4, 1, -2
> COc1ccccc1C(=O)NC(=O)CSc1nc(C)cs1
    36, -7, -26, 5, -2, nt, nt, nt, 3, -2

# (further entries)
# Order of results – AI-2 QS mod, aSyn UTR inh, HIF activator, HSF1 activator, HSF1 inhib, KLF5 inhibitor, HSP90 refold inh, IEC-6 cytotox, HDAC3 inh, Platelet DG rel
> Cc1ccc(S(=O)(=O)N(C)C)cc1NC(=O)Nc1ccccc1
    nt, -5, -0.1, -2, -2, -9, 3, -2, -5, -15
> CCOc1ccccc1N1CCN(C(=O)Nc2ccc(F)c(Cl)c2)CC1
    23, 29, 0.1, 2, -6, -33, 3, 6, -6, -4
> O=C(NCc1ccco1)c1ccc(Cl)cc1[N+](=O)[O-]
    15, 21, -0.1, -1, 0, -36, -7, 0, 1, 1
> COc1ccc(-n2nnnc2SCC(=O)Nc2cccc(C)n2)cc1OC
    13, -1, nt, 2, -5, -1, -6, -1, -1, 7
> CCOC(=O)C1(Cc2cccc(OC)c2)CCCN(Cc2cnn(C)c2)C1 (stereo unspecified)
    12, 13, -0.1, -10, -4, -16, -1, 0, 2, 1
> CCCCCCCNC1=CC(=O)CC(c2ccco2)C1 (stereo unspecified)
    34, 13, 0.5, 5, -2, 4, 3, 5, 1, 2
> O=C(c1ccc2ccccc2c1)N1CCN(c2ccc([N+](=O)[O-])c(N3CCOCC3)c2)CC1
    11, 27, nt, 17, -1, -38, 1, 1, nt, -2
> CC(C)(C)OC(=O)N1Cc2ccccc2C[C@H]1C(=O)NCC(=O)Nc1ccc2c(c1)OCCO2
    22, 15, -2.1, -63, -64*, -10, 32*, -1, 1, 4
> Cc1ccc(Oc2nsnc2N2CCOCC2)cc1
    16, -30, -0.2, 4, 3, -1, 2, 4, 2, -1
> CCC(C)(NC(=O)c1cccc(N2C(=O)CSC2c2ccccc2)c1)C(=O)Nc1ccccc1C (stereo unspecified)
    -5, 24, -0.3, 1, 4, 14, 2, 1, 5, 0
> O=C(COc1ccc(S(=O)(=O)N2CCCCC2)cc1)Nc1ccccc1F
    37, 4, -0.4, -7, -2, -4, -5, -16, 1, 0
> CC(=O)n1c2ccccc2c2nc3ccccc3nc21
    29, -98, -7.3, 14, 2, -66, -1, 3, -4, 1
> CCC/C(O)=C1\C(=O)CC(C)(C)CC1=NCCO
    27, 0, -0.4, 32, 2, -29, -1, -8, -3, -4
> CCOC(=O)c1ccc(COC(=O)c2cc3ccccc3oc2=O)o1
    nt, nt, nt, nt, nt, -55, 4, -3, -9, nt
> CCNC(=O)O/N=C(\C)c1sc(-c2ccccc2)nc1C
    2, -134, 2.3, 37, 15, -35, -3, 4, 2, 0

# Carrying on.
# Order of results – AI-2 QS mod, aSyn UTR inh, HIF activator, HSF1 activator, HSF1 inhib, KLF5 inhibitor, HSP90 refold inh, IEC-6 cytotox, HDAC3 inh, Platelet DG rel
> O=C(NCc1cccnc1)c1nnc(Cc2ccc(F)cc2)o1
    5, 16, 0.3, 9, -4, nt, nt, nt, -5, 4
> COc1ccc(S(=O)(=O)n2nc(OC(=O)c3ccccc3)cc2N)cc1
    -3, 5, 0.0, -6, -7, 8, -2, -6, 54*, -1
> COc1cc(NC(=O)CCC(=O)OCCCC(F)(F)C(F)(F)F)nc(OC)n1
    12, -9, -0.7, -13, 5, -25, -2, 2, 11, 4
> COc1ccc(-n2ncc(C(=O)NC3CC3)c2C2CCN(C(=O)OC(C)(C)C)CC2)cc1
    8, 21, -0.3, 4, 4, 4, -2, -8, -1, -2
> CCOc1ccc2oc(C(=O)N(CC)CC(=O)Nc3c(F)cccc3F)c(C)c2c1
    20, 1, -0.1, 0, 2, nt, nt, nt, 7, -4
> COc1cc(C2=NOC(C(=O)NCc3cccs3)C2)cc(OC)c1OC (stereo unspecified)
    18, 24, 0.0, -15, -16, 42, -1, 21, 1, 2
> COc1ccc([N+](=O)[O-])cc1-n1cccc1
    13, 22, 0.1, 4, -3, 0, 3, 6, 2, -1
> CCOC(=O)c1sc(C)nc1C1CCN(C(=O)OCC)CC1
    23, 10, -2.3, 13, 3, -7, 3, -4, 5, -1
> CCOC(=O)C1=NN(c2ccc(C)cc2)C2(S1)SC(C(C)=O)=C(C)N2c1ccccc1 (stereo unspecified)
    7, 8, 0.1, 62*, 22, -9, -4, -3, 2, 1
> Cn1c(=O)oc2cc(S(=O)(=O)N3CCCC(C(=O)NCc4cccs4)C3)ccc21 (stereo unspecified)
    18, 4, -0.5, 15, -4, -27, 2, 3, 9, 2
> COc1cc(-c2nc3cnccc3n2C)cc(OC)c1OC
    18, 12, -0.1, -5, -3, 8, -1, 3, 2, -2
> O=C(CN1CCN(c2cccc(Cl)c2)CC1)NC1CCCc2ccccc21 (stereo unspecified)
    33, 13, 0.8, 3, 2, 4, -1, 1, -7, 4

# Some of these compounds in order of molecular weight, largest number first:
# Order of results – AI-2 QS mod, aSyn UTR inh, HIF activator, HSF1 activator, HSF1 inhib, KLF5 inhibitor, HSP90 refold inh, IEC-6 cytotox, HDAC3 inh, Platelet DG rel
> Cn1c(=O)oc2cc(S(=O)(=O)N3CCCC(C(=O)NCc4cccs4)C3)ccc21 (stereo unspecified)
    18, 4, -0.5, 15, -4, -27, 2, 3, 9, 2
> CCOc1ccc2oc(C(=O)N(CC)CC(=O)Nc3c(F)cccc3F)c(C)c2c1
    20, 1, -0.1, 0, 2, nt, nt, nt, 7, -4
> COc1cc(NC(=O)CCC(=O)OCCCC(F)(F)C(F)(F)F)nc(OC)n1
    12, -9, -0.7, -13, 5, -25, -2, 2, 11, 4
> COc1cc(C2=NOC(C(=O)NCc3cccs3)C2)cc(OC)c1OC (stereo unspecified)
    18, 24, 0.0, -15, -16, 42, -1, 21, 1, 2
> O=C(NCc1cccnc1)c1nnc(Cc2ccc(F)cc2)o1
    5, 16, 0.3, 9, -4, nt, nt, nt, -5, 4

# Source: PubChem
